High-throughput results as filed in PubChem.
KB-V1 MDR tox: qHTS assay for MDR1-selective chemotherapeutics: Primary screen using the drug-selected MDR subline cells KB-V1 | KB-V1 MDR cells viability, CellTiter-Glo, 72 h | Potency, µM (series often up to 46.1 µM), inactives show at the top dose activity change, negative = cytotoxicity, actives largely listed as cytotoxic | hit rate 3.4% among 400,000 | AID 1347076, 2019; further: potency means the concentration at half of the fitted maximal effect; on the % scale 0 is the no-effect control and ±100 the full control effect; nearly all actives have a fitted effect of over 60% in size
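Potencies derive from concentration-effect curves fitted to normalized luminescence (CellTiter-Glo) of KB-V1 cells treated for 72 h at 37 degrees C in phenol-red-free DMEM containing 10% FBS.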
GLP1R cytotox: qHTS of GLP-1 Receptor Inverse Agonists: Cytotox Screen | Potency, µM (highest dose often 38.3 µM), for the others: at the highest dose activity change, negative = inhibition, actives largely listed as inhibitors | HEK293 cAMP-luciferase reporter cells, luminescence, 24 h | hit rate 0.13% among 410,000 | AID 624418, 2012;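 further: loss of luciferase light is scored as toxicity; potency means the concentration at half of the fitted maximal effect; on the % scale 0 is the no-effect control and ±100 the full control effect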
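1536-well qHTS counterscreen of the MLSMR; 200 cells/uL, 12 h pre-incubation, 23 nL cpd, 24 h at 37 deg C 5% CO2, luciferase detection reagent, 12 min RT, luminescence. Inhibition = undesired.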
IL1B secr inh: qHTS for Inhibitors of Inflammasome Signaling: IL-1-beta AlphaLISA Primary Screen; THP-1 LPS/ATP IL-1B secretion, AlphaLISA, 16 h; hits give low values; activity change, % at 57.5 µM; hit rate 4.7% among 360,000; AID 743279, 2014; in the data active means activity change below about -50%; inconclusive means mostly about -30% to -49%; further: on the % scale 0 is the no-effect control and ±100 the full control effect
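THP-1 cells pretreated 1 hr with compounds (up to 57.5 uM final), then stimulated with LPS (250 ng/mL final) plus ATP (1.25 mM final); secreted IL-1B measured by AlphaLISA after 16 hr, decreased signal indicating inhibition.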
D3 ag: qHTS of D3 Dopamine Receptor Agonist: qHTS; D(3) dopamine receptor (Homo sapiens), P35462; D3R DiscoveRx beta-arrestin cells, luminescence, 90 min; max activation, %; hit rate 0.58% among 410,000; in the data active means max activation above about 30%; further: 0% is about no effect; mostly tested at two doses, the higher about 12 µM
Target sequence (P35462 whole entry, looked up): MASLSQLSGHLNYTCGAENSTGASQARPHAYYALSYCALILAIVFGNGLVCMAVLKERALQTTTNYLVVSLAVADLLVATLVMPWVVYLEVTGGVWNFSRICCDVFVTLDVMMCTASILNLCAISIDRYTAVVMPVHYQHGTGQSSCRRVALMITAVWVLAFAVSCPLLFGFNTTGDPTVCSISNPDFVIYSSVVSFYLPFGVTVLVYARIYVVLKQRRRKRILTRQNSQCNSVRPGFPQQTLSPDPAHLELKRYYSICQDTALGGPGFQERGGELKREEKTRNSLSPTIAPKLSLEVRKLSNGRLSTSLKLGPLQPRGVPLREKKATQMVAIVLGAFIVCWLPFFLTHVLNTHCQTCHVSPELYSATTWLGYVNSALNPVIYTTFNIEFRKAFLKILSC
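Agonist-mode cell screen: cells plated at 1500/well and incubated overnight at 37 °C, then exposed to library compounds for 90 min at 37 °C. Detection reagent was added for 30–60 min at room temperature, and luminescence was read.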
HT1080NT lethal: qHTS for induction of synthetic lethality in tumor cells producing 2HG: qHTS for the HT-1080-NT fibrosarcoma cell line | hit rate 1.6% among 360,000 | Potency, µM (top dose mostly 46.1 µM), for the others: at the top dose activity, negative = less viability, actives largely listed as cytotoxic | HT-1080-NT fibrosarcoma viability, CellTiter-Glo ATP luminescence, 48 h;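 further: NT is the 2HG producing partner of a matched IDH1 knockdown line; potency means the concentration at half of the fitted maximal effect; 0% = DMSO-treated cells and -100% = media-only wells without cells; nearly all actives have a fitted effect of over 55% in size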
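Luminescent CellTiter-Glo readout after 48 hours of compound exposure at 37 degrees C defined viability of HT-1080-NT cells. Activity was normalized to DMSO wells and cell-free media wells; concentration-response curves were fitted and assigned curve classes.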
SW480 rereplic: A quantitative high throughput screen for small molecules that induce DNA re-replication in SW480 colon adenocarcinoma cells; SW480 DNA re-replication, Hoechst DNA content imaging, 48 h; Potency, µM (titrated, usually from 46.1 µM), for inactives: at the top dose re-replication activation, most hits filed as activators; hit rate 1.8% among 340,000; further: potency means the concentration at half of the fitted maximal effect; % of control where 0% means no effect; nearly all actives have a fitted effect of over 55% in size
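Quantitative HTS format with DMSO vehicle controls; 48 hr drug incubation at 37 C, then 40 min Hoechst staining and scanning imager measurement at 405 nm excitation.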
KB-3-1 tox: qHTS assay for MDR1-selective chemotherapeutics: Primary screen using the parental adenocarcinoma cell KB-3-1. KB-3-1 viability, CellTiter-Glo ATP luminescence, 72 h. Potency, µM (series often up to 46.1 µM), for inactives: top-dose activity change, negative = cytotoxic, most hits filed as cytotoxic. hit rate 1.4% among 400,000. AID 1347075, 2019; further: potency means the concentration at half of the fitted maximal effect; on the % scale 0 is the no-effect control and ±100 the full control effect; nearly all actives have a fitted effect of over 60% in size
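Using CellTiter-Glo luminescence, growth of non-resistant KB-3-1 adenocarcinoma cells is assessed 72 h after pin-tool compound addition at 37 °C. Normalized responses across the concentration series yield fitted curves.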
MCF10A rerep: A quantitative high throughput screen for small molecules that induce DNA re-replication in MCF 10a normal breast cells. MCF 10A DNA re-replication, Hoechst nuclear intensity, 48 h. AID 624296, 2012. Potency, µM (titrated, usually from 46.1 µM), inactives show at the highest dose activity, positive = re-replication, most hits filed as activators. hit rate 2.9% among 350,000; further: potency means the concentration at half of the fitted maximal effect; % of control where 0% means no effect; nearly all actives have a fitted effect of over 50% in size
HT1080 IDH1KD tx: qHTS for induction of synthetic lethality in tumor cells producing 2HG: qHTS for the HT-1080-IDH1KD cell line | hit rate 2% among 360,000 | Potency, µM (top dose mostly 46.1 µM), without a hit: at the highest dose activity, negative = toxicity, hits mostly cytotoxic | HT-1080 IDH1 knockdown viability, ATP luminescence, 48 h | AID 686971, 2013;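 further: potency means the concentration at half of the fitted maximal effect; 0% = DMSO wells and -100% = cell-free medium wells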
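Using the IDH1-knockdown HT-1080 line run in the same batch and compound series as the NT line, viability after 48 h at 37 °C was determined by CellTiter-Glo luminescence and expressed as % activity.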
* = called active by the depositor; ? = inconclusive; / = not tested or not shown; & = joins results of further samples; [ ] = another dose, or the depositor's remark. Unless noted, the call rests on the fitted dose curve; in most records, active means well fitted curve in the direction sought with a large enough effect; inconclusive means small, poorly fitted or top-dose-only effect, or another doubt; inactive means no such curve, though single readings can be large; an effect the other way counts as inactive or inconclusive. Compounds were not picked by outcome. Share with any hit: about 11%.

SMILES	KB-V1 MDR tox	GLP1R cytotox	IL1B secr inh	D3 ag	HT1080NT lethal	SW480 rereplic	KB-3-1 tox	MCF10A rerep	HT1080 IDH1KD tx
Cc1oc(-c2ccc(Cl)cc2)nc1CN1CCCC(C(=O)N2CCOCC2)C1 (stereo not given)	-1%	-1%	15	0	-10%	-2%	-32%	5%	0%
O=C(NCCc1ccco1)c1ccc(OCc2cn3ccccc3n2)cc1	-27%	-5%	33	2	12%	5%	-4%	4%	-20%
O=C(C[C@H]1C[C@H]2c3cc(NS(=O)(=O)c4ccc(F)cc4)ccc3O[C@H]2[C@H](CO)O1)NCc1ccncc1	0%	-6%	-7	2	-2%	/	-10%	/	5%
CCN1CCSc2ccc(C(=O)NCc3ccccc3Br)cc21	?	7%&19%	?	-4&-13	-3%	0%	?	15%	-2%
Cc1nn(-c2ccccc2)c2[nH]c(=O)c(CNCC3CCCO3)cc12 (stereo not given)	3%	100%[activator]	-10	-8	-2%	2%	-1%	?	-1%
COc1ccc(C2CC(=O)c3cnc(NC(=O)c4ccccc4OC)nc3C2)c(OC)c1 (stereo not given)	-18%	3%	8	1	-18%	0%	-1%	?	-12%
CCC(=O)N/C(=N/c1nc(C)cc(C)n1)Nc1ccc(OC)cc1	-9%	-13%	-2	17	-2%	10%	10%	?	3%
COc1ccc(N/C(=C/[N+](=O)[O-])SC)cc1	0%	0%	-57*	-2	?	-5%	1%	-8%	-21%
Cc1ccc(C=NCc2ccncc2)c(O)c1	3%	5%	42	7	0%	-19%	6%	?	18%
CN(C)C(=O)c1cccc(-c2cccc3nccn23)c1	?	0%	54	9	4%	/	-27%	/	20%
O=C1CCCC(O)=C1N=Nc1c(Cl)cc(Cl)cc1Cl	-7%	-14%	-8	2	0%	-9%	17%	-3%	1%
CCCC(=O)Nc1cccc(-c2cn3cccnc3n2)c1	0%	-2%&1%	-5	5&-11	4%	-8%	24%	-3%	13%
Cn1c(=O)c(C(=O)N2CCc3ccccc32)cc2cccnc21	-9%	-2%	10	2	6%	-12%	-1%	-1%	2%
CCc1ccc(CNC(=O)Cn2c(-c3cccs3)cc3cc(F)ccc32)cc1	-19%	3%	/	10	/	/	-5%	/	/
N#Cc1ccc(OCC(=O)NCCN2CCOCC2)cc1	-16%	-16%	4	3	-6%	-8%	3%	0%	3%
COc1ccccc1NC(=O)COc1ccc(/C=N/NS(=O)(=O)c2ccc(C)cc2)cc1	4%	-16%	17	9	5%	19%	4%	?	4%
NC(=O)[C@H]1CC2(CC(c3cccc(NC(=O)[C@H]4CCC(=O)N4)c3)=NO2)CN1C(=O)c1ccccc1 (stereo not given in full)	0%	?	9	-14	24%	-18%	14%	4%	21%
CCN(CC)c1ccc(C(=O)N2CCC(c3ccncc3)CC2)cc1	4%	10%	/	-17	/	/	-15%	/	/
O=C(NC(=S)Nc1ccccn1)c1cc(-c2ccccc2)nc2ccccc12	16µM*	2.8µM*	6	2	-2%	?	-13%	8%	0%
C[C@H](NC(=O)c1ccco1)C(=O)Nc1cc(S(=O)(=O)N2CCCC2)ccc1OCC(F)(F)F	-13%	11%	9	-1	6%	?	-16%	-3%	-1%
Cc1ccc(-n2c(C)cc(C(=O)CSc3nnc4ccccn34)c2C)cc1	-12%	-6%	-27	-8	-2%	?	0%	-4%	-12%
Cc1cc2nc(-c3ccc(Br)cc3)cc(C(F)(F)F)n2n1	?	18%	/	-1	/	/	3%	/	/
N#CCSCC(=O)Nc1ccc(Cl)cc1	15%	-11%	0	0	6%[9.24 µM]	-4%	-4%	-3%	-1%
O=C(NNC(=S)NC1CCCCC1)c1ccc2c(c1)OCO2	-23%	0%	21	-20	-22%	4%	-1%	-1%	-2%
Cc1cc(=O)c2c(C)ccc(C)c2[nH]1	8%	-8%	-15	0	2%	-8%	-2%	8%	4%

Record cards (already shown). Screens in order: KB-V1 MDR tox	GLP1R cytotox	IL1B secr inh	D3 ag	HT1080NT lethal	SW480 rereplic	KB-3-1 tox	MCF10A rerep	HT1080 IDH1KD tx
Shown for O=C(C[C@H]1C[C@H]2c3cc(NS(=O)(=O)c4ccc(F)cc4)ccc3O[C@H]2[C@H](CO)O1)NCc1ccncc1 → 0%	-6%	-7	2	-2%	/	-10%	/	5%
Shown for Cc1cc2nc(-c3ccc(Br)cc3)cc(C(F)(F)F)n2n1 → ?	18%	/	-1	/	/	3%	/	/
Shown for N#Cc1ccc(OCC(=O)NCCN2CCOCC2)cc1 → -16%	-16%	4	3	-6%	-8%	3%	0%	3%
Shown for N#CCSCC(=O)Nc1ccc(Cl)cc1 → 15%	-11%	0	0	6%[9.24 µM]	-4%	-4%	-3%	-1%
Shown for Cc1cc(=O)c2c(C)ccc(C)c2[nH]1 → 8%	-8%	-15	0	2%	-8%	-2%	8%	4%

The list goes on.
SMILES	KB-V1 MDR tox	GLP1R cytotox	IL1B secr inh	D3 ag	HT1080NT lethal	SW480 rereplic	KB-3-1 tox	MCF10A rerep	HT1080 IDH1KD tx
Nc1nc(SCc2ccc([N+](=O)[O-])cc2)c2ncn(C3OC(CO)C(O)C3O)c2n1 (stereo not given)	?	-3%	-5	2	-2%	-8%	?	?	-12%
CC(C)n1cc(CN2CCN(C)C(CCO)C2)c2ccccc21 (stereo not given)	11%	0%	7	-13	4%	-2%	7%	9%	7%
COc1ccc(/C=C(\NC(=O)c2ccccc2)C(=O)N/N=C/c2cccnc2)cc1	7%	-4%	-9	-7	3%	-14%	3%	4%	3%
CN(CCC1CCOCC1)C(=O)CC1C(=O)NCCN1Cc1ccccc1F (stereo not given)	/	10%	5	15	2%	2%	/	1%	-1%
COc1cccc(NC(=O)c2c(C)nn(-c3cccc(C)c3)c2-n2cccc2)c1	-16%	-5%	/	3	/	/	1%	/	/
Cc1scc(C(=O)O)c1-c1c(C(=O)O)csc1C	16%	-10%	18	2	7%	-3%	13%	1%	2%
CCCCN(C)c1c(C)nc2ccc(C(=O)Nc3ccc(OC)c(OC)c3)cn12	4%	4%	1	6	1%	/	0%	/	-10%
c1ccc(Nc2ncnc3sccc23)cc1	16%	4%	6	3	-7%	-25%	6%	?	0%
c1ccc2cc(OCCOCCOc3ccc4ccccc4c3)ccc2c1	22%	5%	11	6	18%	27%	-2%	10%	15%
O=C(O)/C=C/C(=O)Nc1nccs1	-4%	8%	3	-3	18%	0%	9%	8%	29%
C/C=C/C(=O)Nc1nnc(C2CCCCC2)s1	28%	4%	-88*	2	-4%	-10%	5%	3%	-7%
CCC1CCCCN1CCCNC(=O)CCC(=O)N1CC(C)Oc2ccccc21 (stereo not given)	-13%	1%	-19	-11	-4%	-7%	-21%	29%	-7%
COc1ccc(NC(=O)CSc2nnc(-c3ccccn3)n2-c2ccccc2)cc1OC	15µM*	1%	11	0	-7%	-7%	3%	-4%	-16%
CC(=O)Nc1ccc(S(=O)(=O)N(C)CC(=O)OC(C)C(=O)N(C)Cc2ccccc2)cc1 (stereo not given)	/	7%	15	6	2%	-2%	/	-5%	13%
CC(C)C(C(=O)N1CCN(Cc2ccccc2)CC1)c1ccccc1 (stereo not given)	?	8%	4	-18	-2%	-3%	6%	?	0%
COCCCN1C(=O)C(CC(=O)NCC2CCCCC2)CC(C(=O)N(C(C)C)C(C)C)=C1C (stereo not given)	-18%	3%	0	1	22%	/	-1%	/	19%
CC1(c2ccc(Cl)cc2)NC(=O)N(CC(=O)NCc2ccc(F)cc2)C1=O (stereo not given)	-20%	10%	-14	-29	-12%	-8%	-5%	1%	-11%
COc1ccc(C(=O)COC(=O)c2sc(C)nc2C)cc1Cl	2%	0%	-15	3	8%	-6%	-3%	0%	0%
O=C(N/N=C/c1cccnc1)C(=O)N1CCCCCC1	5%	-4%	8	1	5%	-17%	16%	-6%	4%
C=CCn1c(Cc2csc(N)n2)nnc1SCc1ccc(C(=O)OC)cc1	-11%	0%	-7	1	5%	3%	1%	0%	2%
CC(=O)c1c(O)cc(=O)n(-c2ccccc2)c1-c1ccc(Cl)cc1	11%	6%	6	10	19%	-1%	4%	12%	15%
O=C(COC(=O)/C=C/c1ccccc1)NCc1ccc2c(c1)OCO2	-5%	6%	-4	5	-4%	-1%	8%	2%	-1%
CCCCC(=O)NC1=NC(=O)C(C)(C)S1	-12%	2%	?	-8	-3%	10%	-5%	1%	-13%
S=c1[nH]nc(-c2cccnc2)n1/N=C/c1ccco1	0%	14%	-10	-12	4%	-8%	19%	3%	6%

Sorted by SMILES length (ascending): part of the list above.
SMILES	KB-V1 MDR tox	GLP1R cytotox	IL1B secr inh	D3 ag	HT1080NT lethal	SW480 rereplic	KB-3-1 tox	MCF10A rerep	HT1080 IDH1KD tx
c1ccc(Nc2ncnc3sccc23)cc1	16%	4%	6	3	-7%	-25%	6%	?	0%
CC(C)C(C(=O)N1CCN(Cc2ccccc2)CC1)c1ccccc1 (stereo not given)	?	8%	4	-18	-2%	-3%	6%	?	0%
CC(=O)c1c(O)cc(=O)n(-c2ccccc2)c1-c1ccc(Cl)cc1	11%	6%	6	10	19%	-1%	4%	12%	15%
